Cardiac RTF inh: cardiac RTF calcium sensitivity inhibitors, primary screen, biochemical, IANBD-TnC fluorescence, EC70 calcium; Troponin I, cardiac muscle (Homo sapiens) + Troponin T, cardiac muscle (Homo sapiens) + …; inhibition, % at 7.15 µM; 340,000 compounds, 0.12% hits; IANBD-labeled cardiac RTF, Ca2+ fluorescence;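 active = inhibition above the mean inhibition of all tested compounds plus 3 SD, cut at about 17% in these data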;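 also: assay run at fixed EC70 calcium of 1.6 mM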
PKA-R2B activ: activators of PKA-R2B holoenzyme, primary screen, biochemical, fluorescence polarization, Cy5-IP20, human. cAMP-dependent protein kinase catalytic subunit beta (Homo sapiens) + cAMP-dependent …. PKA-R2B holoenzyme dissociation; R2B truncated from residue 108, S112A mutant; 0% DMSO only, 100% 113 µM cGMP. activation, % at 11.4 µM. 340,000 compounds, 0.079% hits. AID 504700, 2011;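 active = activation above a cutoff set at the mean over all compounds plus 3 SD, cut at about 18% in these data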;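 also: higher means more holoenzyme dissociation and a rise in polarization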
CAL PDZ FP-1: CAL PDZ peptide-binding inhibitors, primary screen, biochemical, fluorescence polarization, Cer-tagged CAL PDZ, HTS | Golgi-associated PDZ and coiled-coil motif-containing protein (Homo sapiens), Q9HD26 | purified CAL PDZ, TMR-peptide fluorescence polarization, 1 h | inhibition, % at 20 µM | 330,000 compounds, 0.02% hits | AID 504414, 2011;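 active = highest replicate inhibition of at least 40%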;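 also: plate controls were DMSO neutral control wells for no effect and unlabeled competitor peptide control wells for full effect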
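Material: tagged CAL PDZ protein CerCALP, purified; buffer or medium: sodium phosphate/NaCl buffer pH 7.4 with TCEP, IgG, Thesit; also added: fluorescent TMR peptide probe; schedule: 1 h incubation at room temperature before polarization reading; technique: fluorescence polarization from S- and P-plane intensities, G-factor corrected; control set: unlabelled peptide and DMSO controls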
CAL PDZ FP-2: untagged CAL PDZ binding inhibitors, primary screen, biochemical, fluorescence polarization, HTS | purified CAL PDZ, TMR-peptide fluorescence polarization, 1 h | AID 602252, 2012 | inhibition, % at 24.9 µM | Golgi-associated PDZ and coiled-coil motif-containing protein (Homo sapiens), Q9HD26 | 300,000 compounds, 0.92% hits;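 active = mean inhibition of at least 30% with at least half of replicates also reaching 30%; inconclusive = no clear call, values can overlap the other calls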;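 also: 0% = DMSO neutral control and 100% = excess unlabeled competitor peptide PRC23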
cardiac RTF act: cardiac RTF calcium sensitivity activators, primary screen, biochemical, IANBD-TnC fluorescence, EC20 calcium | activation, % at 7.2 µM | 340,000 compounds, 0.24% hits | Troponin I, cardiac muscle (Homo sapiens) + Troponin T, cardiac muscle (Homo sapiens) + … | IANBD-labeled TnC RTF fluorescence at EC20 calcium; 0% EC20 calcium, 100% full calcium;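 active = activation above the mean over all tested compounds plus 3 SD, cut at about 30% in these data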;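 also: rise in fluorescence read as greater calcium sensitivity of cardiac thin filaments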
C-LANA FP: inhibitors of KSHV C-LANA binding to DNA, primary screen, biochemical, fluorescence polarization, FAM-LBS DNA, MBP-C-LANA, single point | inhibition, % at 9 µM | 340,000 compounds, 0.078% hits;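 active = highest replicate inhibition at or above 60% at 9 µM, even if other replicates fall short; inactive = all replicates below 60% inhibition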;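 also: 0% = neutral control wells and 100% = 4 µM acridine orange control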
Keap1 Nrf2 FP: Keap1-Nrf2 protein-protein interaction inhibitors, primary screen, biochemical, fluorescence polarization, single point. Keap1 Kelch-Nrf2 peptide fluorescence polarization, 1536-well. 340,000 compounds, 0.15% hits. inhibition, % at 9.4 µM; in the data active = inhibition above about 12%; inconclusive = no clear call, values can overlap the other calls; inactive = below about 7.3%;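 also: human Keap1 Kelch domain with fluorescein labeled Nrf2 9mer peptide probe; 0% = neutral control wells and 100% = peptide positive control; higher means more block of Keap1 binding to Nrf2 peptide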
SR-BI DiI-HDL act: activators of SR-BI mediated DiI-HDL uptake, primary screen, ldlA[mSR-BI] CHO cells, DiI fluorescence. 320,000 compounds, 0.096% hits. activation, % at 12.5 µM. AID 504775, 2011. 3 h; 100 = double the neutral-control signal;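 active = mean replicate activation of at least 60% and every replicate at or above 60%; inconclusive = mean or all-replicate condition met, but not both; inactive = mean below 60% and not all replicates reaching 60%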;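 also: 0% = median plate neutral-control signal and 100% = twice that signal; values of inactives mirror those of a sister screen read the other way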
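Assay system: LDL receptor-deficient CHO ldlA cells overexpressing murine SR-BI / Medium: BSA-supplemented, HEPES-buffered Ham's F12, pH 7.4 / Probe or stimulus: DiI-labelled HDL at 10 µg/mL final / Timing: compound with DiI-HDL co-incubation, 3 h at 37 °C / Technique: bottom-read cell fluorescence after medium removal, ex 550/em 595 nm / Measure: HDL uptake via cellular fluorescence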
Rtt109 Vps75: inhibitors of C. albicans Rtt109/Vps75 HAT, primary screen, biochemical, ThioGlo CoA-SH fluorescence, plate reader; Histone acetyltransferase RTT109 (Candida albicans (strain SC5314 / ATCC MYA-2876)), …; purified Rtt109/Vps75, 4 h; inhibition, % at 34.9 µM; 330,000 compounds, 0.16% hits; AID 540336, 2011;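 active = inhibition of at least 50% in every replicate; inconclusive = best replicate reaches 50% inhibition but some replicates fall short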
Target sequence (Q5AAJ8 whole entry, looked up): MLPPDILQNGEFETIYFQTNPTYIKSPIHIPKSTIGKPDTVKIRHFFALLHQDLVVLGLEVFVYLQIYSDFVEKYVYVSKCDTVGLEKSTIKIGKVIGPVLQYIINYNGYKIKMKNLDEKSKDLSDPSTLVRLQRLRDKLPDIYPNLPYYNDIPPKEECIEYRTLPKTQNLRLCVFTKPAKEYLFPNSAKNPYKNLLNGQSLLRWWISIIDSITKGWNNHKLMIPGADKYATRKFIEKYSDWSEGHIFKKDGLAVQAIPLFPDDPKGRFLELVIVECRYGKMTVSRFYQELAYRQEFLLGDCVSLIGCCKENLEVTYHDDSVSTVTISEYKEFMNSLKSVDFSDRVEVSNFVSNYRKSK
DAGLB inhibitor: DAGLB lipase inhibitors, primary screen, biochemical, fluorescence, HTS. Diacylglycerol lipase-beta (Homo sapiens), Q8NCG7. HEK293T DAGLB membrane lysate, EnzChek fluorogenic substrate. inhibition, % at 5.17 µM. 340,000 compounds, 0.059% hits. AID 504411, 2011; in the data active = inhibition above about 34%;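 also: 0% = enzyme with vehicle and 100% = wells lacking enzyme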
Target sequence (Q8NCG7 whole entry, looked up): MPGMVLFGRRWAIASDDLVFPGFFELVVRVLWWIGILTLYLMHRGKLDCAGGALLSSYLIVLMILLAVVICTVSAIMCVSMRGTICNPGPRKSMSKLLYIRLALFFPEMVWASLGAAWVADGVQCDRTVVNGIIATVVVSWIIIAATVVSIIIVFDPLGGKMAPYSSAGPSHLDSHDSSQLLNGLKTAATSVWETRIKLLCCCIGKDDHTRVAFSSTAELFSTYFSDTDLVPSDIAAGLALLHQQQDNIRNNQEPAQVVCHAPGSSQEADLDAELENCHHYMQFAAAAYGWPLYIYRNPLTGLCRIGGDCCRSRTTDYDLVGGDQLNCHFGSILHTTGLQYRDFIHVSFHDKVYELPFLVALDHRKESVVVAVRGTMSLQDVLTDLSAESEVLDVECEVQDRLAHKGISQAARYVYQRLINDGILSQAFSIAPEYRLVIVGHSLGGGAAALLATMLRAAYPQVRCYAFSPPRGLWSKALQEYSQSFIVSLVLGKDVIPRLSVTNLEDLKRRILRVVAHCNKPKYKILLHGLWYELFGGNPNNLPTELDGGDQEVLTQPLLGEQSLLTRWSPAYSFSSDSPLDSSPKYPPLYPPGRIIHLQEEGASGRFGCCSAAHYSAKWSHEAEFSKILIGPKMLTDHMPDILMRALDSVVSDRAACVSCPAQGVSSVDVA
* = called active by the depositor; ? = inconclusive; · = not tested or not shown; & = joins results of further samples.

1	Cc1ccccc1OCC(O)CN1CCN(CC(O)COc2ccccc2C)C(C)C1 (centres undefined)
2	COc1ccc(-c2nnc3sc(C(C)N4C(=O)c5ccccc5C4=O)nn23)cc1 (centres undefined)
3	COc1cccc(COC(=O)C2CCN(C(=O)c3ccc(F)cc3)CC2)c1OC
4	CN(Cc1ccc(Cl)cc1)C(=O)COC(=O)c1ccc(-c2ccc(O)cc2)cc1
5	CN(CC(=O)NCCc1ccccc1)S(=O)(=O)c1ccccc1
assay / entry,1,2,3,4,5
Cardiac RTF inh,0,1,-3,-4,-16
PKA-R2B activ,4,0,-6,-12,2
CAL PDZ FP-1,-3.8,-1.3,-2.2,0.1,-3.1
CAL PDZ FP-2,-2,-1,-8,-2,1
cardiac RTF act,0,4,-1,1,9
C-LANA FP,1.2,0.8,-0.6,-0.3,7.1
Keap1 Nrf2 FP,-3,-6,-2,6,-1
SR-BI DiI-HDL act,-6,1,0,-17,9
Rtt109 Vps75,-6,6,-1,-6,2
DAGLB inhibitor,-2,-1,-1,-3,1

6	CCOC(=O)Cc1csc(NC(=O)CCN2C(=O)c3ccccc3C2=O)n1
7	COC(=O)c1ccccc1NC(=O)Cn1cnc2c1c(=O)n(C)c(=O)n2C
8	CCOC(=O)N1CCC(NC(=O)Cn2cccc2C(=O)c2ccccc2C)CC1
9	CN1C(=O)c2cccc(NC(=O)Cc3ccccc3)c2C1=O
10	CN(C)C(=O)c1ccc(NC(=O)COC(=O)/C=C/c2cccs2)cc1
assay / entry,6,7,8,9,10
Cardiac RTF inh,-2,-12,1,-7,-2
PKA-R2B activ,-5,-6,-4,1,-2
CAL PDZ FP-1,-0.1,-2.7,-0.9,-0.8,-3.0
CAL PDZ FP-2,-4,0,-3,·,-1
cardiac RTF act,5,2,10,3,-6
C-LANA FP,-1.5,-0.2,-1.0,-0.6,1.6
Keap1 Nrf2 FP,0,-5,-2,-3,-3
SR-BI DiI-HDL act,-15,?,-2,0,4
Rtt109 Vps75,-3,-9,-3,1,5
DAGLB inhibitor,0,-2,1,2,-3

11	COc1ccccc1C(=O)OCCN=C1NS(=O)(=O)c2ccccc21
12	CCOC(=O)CNc1nc2ccccc2n2c(C)nnc12
13	COC(=O)c1c(NC(=O)Cn2cnc([N+](=O)[O-])n2)sc2c1CCC(C)C2 (centres undefined)
14	COc1ccc(C(=O)NC(=S)N2CCCC2)cc1
15	Cc1nnsc1NC(=O)OCc1ccc(Cl)cc1Cl
assay / entry,11,12,13,14,15
Cardiac RTF inh,-2,2,-2,0,5
PKA-R2B activ,-4,-3,-15,3,-3
CAL PDZ FP-1,-2.2,0.2,0.0,0.0,-0.5
CAL PDZ FP-2,-3,-2,0,-3,-3
cardiac RTF act,-1,-4,1,-6,0
C-LANA FP,-1.7,0.3,0.7,0.6,2.0
Keap1 Nrf2 FP,3,1,-4,-1,1
SR-BI DiI-HDL act,-7,17,-56,18,-27
Rtt109 Vps75,1,3,5,-1,-1
DAGLB inhibitor,-3,0,-2,-2,-1

16	O=C(NC(=S)Nc1nc2ccccc2s1)c1ccco1
17	CCN1CCN(C(=O)CSc2nc3c(c(=O)n(C)c(=O)n3C)n2C)CC1
18	Cc1cc(C)c2c(n1)nn1c(NCCOCCO)cc(C)nc21
19	CN(Cc1ccccc1)C(=O)CN(Cc1ccccc1)S(C)(=O)=O
20	Cn1c(SCC(=O)NCc2ccc3c(c2)OCO3)nnc1-c1cccs1
assay / entry,16,17,18,19,20
Cardiac RTF inh,-3,-10,-9,-1,-6
PKA-R2B activ,-4,-9,-1,0,1
CAL PDZ FP-1,-0.3,-2.2,-0.9,-1.8,-0.6
CAL PDZ FP-2,2,-1,-3,-2,·
cardiac RTF act,-2,1,2,-1,-3
C-LANA FP,-1.1,1.3,-0.5,-0.6,0.3
Keap1 Nrf2 FP,5,-5,3,-4,4
SR-BI DiI-HDL act,-14,·,6,21,17
Rtt109 Vps75,-2,-4,-386,2,-25
DAGLB inhibitor,-2,-2,0,4,0

21	Cc1ccc(C(=O)Nc2ccncc2)o1
22	CCOC(=O)c1ccc(N2C(=O)C(CC(=O)NC)N(CCc3ccc(OC)c(OC)c3)C2=S)cc1 (centres undefined)
23	CC1CC(C)CN(S(=O)(=O)c2ccc3c(c2)CCN3C(=O)CCC(=O)O)C1 (centres undefined)
24	O=C(O)/C=C/c1cnc2ccccc2c1
25	CCOC(CC(=O)NNC(=O)c1c(-c2ccccc2Cl)noc1C)OCC
assay / entry,21,22,23,24,25
Cardiac RTF inh,-13,-5,-2,-2,-3
PKA-R2B activ,0,-4,-7,-6,-9
CAL PDZ FP-1,-2.0,10,-1.2,-2.0,-0.6
CAL PDZ FP-2,-1,-9,-3,0,·
cardiac RTF act,1,-2,2,-8,0
C-LANA FP,-3.8,-0.4,0.4,0.8,14
Keap1 Nrf2 FP,-3,2,5,-1,4
SR-BI DiI-HDL act,-3,-34&-59,-16,7,37
Rtt109 Vps75,5,4&-4,-3,-3,6
DAGLB inhibitor,1,0,-1,-1,0

26	CCOC(=O)c1oc2ccccc2c1NC(=O)CN1CCOCC1
27	Cc1ccc(NS(=O)(=O)c2ccc3c(c2)NC(=O)CCS3)cc1F
28	COc1ccc(C(=O)N/C(=C\c2cccc3ccccc23)C(=O)NCCc2c[nH]c3ccccc23)cc1OC
29	CC(C)(C)c1ccc(C(=O)NCCC(=O)N2CCN(c3ncccn3)CC2)cc1
30	O=C(COC(=O)/C=C/c1cccc(Br)c1)NCc1ccco1
assay / entry,26,27,28,29,30
Cardiac RTF inh,-7,2,0,2,-4
PKA-R2B activ,1,-4,-7,4,1
CAL PDZ FP-1,-4.4,-1.3,-0.8,-1.9,-0.8
CAL PDZ FP-2,0,-5,2,-5,-2
cardiac RTF act,10,1,3,12,-1
C-LANA FP,1.7,0.9,0.1,-0.2,-0.7
Keap1 Nrf2 FP,-8,1,-6,-2,0
SR-BI DiI-HDL act,-17,9,-15,?,-6
Rtt109 Vps75,5,7,-6,0,-2
DAGLB inhibitor,-2,1,-2,-1,-1

31	CC(C)(C)OC(=O)NCCCCCc1nnc(SCC(=O)Nc2cccc(Cl)c2)o1
32	N#Cc1sc2nc(C3CC3)cc(-c3ccccc3)c2c1N
33	O=C1NCCN(Cc2cccc(Oc3ccccc3)c2)C1CC(=O)N1CCCO1 (centres undefined)
34	CCCNC(=O)c1ccc(S(N)(=O)=O)cc1
35	CN(C(=O)COC(=O)/C=C/c1cccc([N+](=O)[O-])c1)C1CCS(=O)(=O)C1 (centres undefined)
assay / entry,31,32,33,34,35
Cardiac RTF inh,0,8,-1,-3,-4
PKA-R2B activ,-2,-20,-12,3,7
CAL PDZ FP-1,-1.1,0.4,-1.2,0.6,-1.5
CAL PDZ FP-2,-4,0,·,-10,-2
cardiac RTF act,-4,5,0,-4,6
C-LANA FP,-1.7,-0.6,-0.6,-0.4,1.2
Keap1 Nrf2 FP,1,-2,2,-1,-6
SR-BI DiI-HDL act,-17,-21,-1,4,20
Rtt109 Vps75,9,-49,5,-2,-10
DAGLB inhibitor,-4,-2,2,1,3

36	CC1(C)NC(=O)N(CCCOc2ccccc2Br)C1=O
37	CCCCc1ccc(NC(=S)N2CCN(C(=O)OCC)CC2)cc1
38	Cc1cccc(N2CCN(S(=O)(=O)c3ccc4c(c3)CCN4C(=O)CCC(=O)O)CC2C)c1 (centres undefined)
39	Cc1ccc(CNC(=O)C2CCN(S(=O)(=O)c3ccc4c(c3)OCCCO4)CC2)cc1
40	C=CCc1cc(CN2CC(C)OC(C)C2)c(O)c(OC)c1 (centres undefined)
41	Cc1ccc(S(=O)(=O)Nc2cc3c(C(=O)Nc4ccccc4)c(C)oc3c3ccccc23)cc1
42	Cc1ccnc(NC(=O)CNC(=O)c2ccccc2Br)c1
assay / entry,36,37,38,39,40,41,42
Cardiac RTF inh,-1,2,-4,-5,-6,5,-7
PKA-R2B activ,-5,-6,3,-2,-6,-11,0
CAL PDZ FP-1,-2.0,-0.3,-0.2,0.8,-1.5,-1.7,-1.4
CAL PDZ FP-2,-1,-1,0,-1,-3,0,0
cardiac RTF act,7,-2,4,-10,-1,3,-1
C-LANA FP,-2.1,3.6,2.0,3.4,-0.2,0.4,-0.4
Keap1 Nrf2 FP,6,-2,3,1,-3,-2,-2
SR-BI DiI-HDL act,16,4,1,-5,-2,12,15
Rtt109 Vps75,-3,8,-7,1,2,-3,-2
DAGLB inhibitor,1,-3,4,-1,0,-2,-1

Whole records, looked up by structure:
Cc1nnsc1NC(=O)OCc1ccc(Cl)cc1Cl as listed: Cardiac RTF inh: 5; PKA-R2B activ: -3; CAL PDZ FP-1: -0.5; CAL PDZ FP-2: -3; cardiac RTF act: 0; C-LANA FP: 2.0; Keap1 Nrf2 FP: 1; SR-BI DiI-HDL act: -27; Rtt109 Vps75: -1; DAGLB inhibitor: -1
Cc1cc(C)c2c(n1)nn1c(NCCOCCO)cc(C)nc21 as listed: Cardiac RTF inh: -9; PKA-R2B activ: -1; CAL PDZ FP-1: -0.9; CAL PDZ FP-2: -3; cardiac RTF act: 2; C-LANA FP: -0.5; Keap1 Nrf2 FP: 3; SR-BI DiI-HDL act: 6; Rtt109 Vps75: -386; DAGLB inhibitor: 0

Source: PubChem BioAssay
